Assay outcomes: PubChem, several laboratories
Tb MetRS inh: T. brucei MetRS inhibitors, primary screen, biochemical, luminescence; methionyl-tRNA synthetase (Trypanosoma brucei brucei); purified T. brucei MetRS, ATP depletion, Kinase-Glo luminescence; inhibition, % at 11.9 µM; 360,000 tested, 0.4% active; AID 624268, 2012;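 active means inhibition above a per-plate cutoff of the control wells' mean inhibition plus 3 SD, cut at about 5.5% in these data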;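 further: 0% = DMSO wells median and 100% = median of wells with control inhibitor compound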
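Material – parasite MetRS enzyme · Medium – HEPES-MgCl2-KCl buffer plus DTT, spermine, BSA, pyrophosphatase · Reagent – ATP, methionine and E. coli bulk tRNA substrates · Times – 15 min enzyme-compound preincubation, 2 h reaction, 10 min detection, 25 °C · Measured by – luminescence of leftover ATP · Evaluation – percent inhibition relative to median high and low control wells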
Scp1 inh: Scp-1 phosphatase inhibitors, primary screen, biochemical, colorimetric, uHTS | Recombinant Scp1, phosphopeptide, malachite green phosphate absorbance | AID 493091, 2011 | Carboxy-terminal domain RNA polymerase II polypeptide A small phosphatase 1 (Homo … | 340,000 tested, 0.88% active | inhibition, % at 20 µM;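 active means inhibition above about 50% at 20 µM, limit read from the data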;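 further: plate controls were DMSO wells with enzyme for no effect and wells lacking enzyme for full effect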
Target sequence (Q9GZU7 76-261 limits assumed): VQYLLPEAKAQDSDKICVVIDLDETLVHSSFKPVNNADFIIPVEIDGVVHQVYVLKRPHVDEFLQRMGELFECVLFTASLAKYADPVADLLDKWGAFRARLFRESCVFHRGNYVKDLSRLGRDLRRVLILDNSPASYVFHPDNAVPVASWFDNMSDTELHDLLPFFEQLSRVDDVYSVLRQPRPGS
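assay system = SCP-1 phosphatase catalytic domain, residues 76-261 | buffer or medium = 50 mM Tris acetate pH 5.5, 0.005% Tween-20, 10 mM MgCl2 | incubation = enzyme reaction 45 min at room temperature, colour 5 min, stabilisation 30 min | signal = Phosphate-binding colour reagent, absorbance read at 630 nm | measure = % inhibition at 20 µM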
NadD block: inhibitors of S. aureus NadD, primary screen, biochemical, colorimetric, uHTS | purified NadD enzyme, colorimetric absorbance read-out | inhibition, % at 20 µM | 360,000 tested, 0.78% active | AID 602399, 2012; in the data active means inhibition above about 26%; further: some compounds past the cut are filed as inactive
Rpn11 inh: Rpn11 (PSMD14) deubiquitinase inhibitors, primary screen, biochemical, fluorescence polarization, uHTS; 26S proteasome non-ATPase regulatory subunit 14 (Homo sapiens), O00487; human 26S proteasome, Ub4-pepOG fluorescence polarization; 20S core pre-blocked with epoxomicin; 360,000 tested, 0.59% active; calls only at 20 µM;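 active means inhibition at 20 µM, scaled to each plate's controls, above about 33%, limit read from the data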
Target sequence (O00487 whole entry, looked up): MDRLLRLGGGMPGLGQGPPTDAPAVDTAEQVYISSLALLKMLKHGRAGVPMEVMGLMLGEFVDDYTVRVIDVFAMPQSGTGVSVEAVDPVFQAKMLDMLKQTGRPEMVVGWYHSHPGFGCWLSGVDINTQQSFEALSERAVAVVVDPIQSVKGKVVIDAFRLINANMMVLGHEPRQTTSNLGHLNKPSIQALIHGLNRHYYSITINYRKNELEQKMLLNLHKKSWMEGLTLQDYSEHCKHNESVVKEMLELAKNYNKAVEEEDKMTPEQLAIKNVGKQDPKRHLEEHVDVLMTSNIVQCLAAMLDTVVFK
MsrA inhibitor: bovine MsrA enzyme inhibitors, primary screen, biochemical, absorbance, HTS; Methionine sulfoxide reductase A (Bos taurus); purified bovine MsrA, absorbance read-out; inhibition, % at 15.5 µM; 360,000 tested, 0.75% active; in the data active means inhibition above about 4.5%;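 further: 0% = vehicle wells with enzyme and 100% = reference inhibitor wells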
STEP block: STEP phosphatase inhibitors, primary screen, biochemical, fluorescence intensity, uHTS; AID 588621, 2011; 360,000 tested, 0.25% active; inhibition, % at 20 µM; recombinant STEP, OMFP fluorogenic substrate;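 active means inhibition at 20 µM, scaled per plate between control wells, above about 37%, limit read from the data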;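 further: 0% = DMSO with enzyme and substrate and 100% = substrate only without enzyme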
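Measure: Control-normalized % inhibition with plate pattern correction | Test system: STEP phosphatase, cell-free reaction | Medium: pH 6.0 Bis-Tris with DTT and Tween 20 | Technique: Fluorescence, 480/540 nm | Times: Reaction 20 min, ambient temperature | Doses: Single compound dose of 20 µM, 1% DMSO final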
LMPTP block: LMPTP phosphatase inhibitors, primary screen, biochemical, fluorescence intensity, uHTS; inhibition, % at 20 µM; 360,000 tested, 0.22% active; recombinant LMPTP-A, OMFP fluorogenic substrate; Low molecular weight phosphotyrosine protein phosphatase (Homo sapiens), P24666;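 active means compounds that cut the enzyme signal by at least half of the control window in the single-dose screen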;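 further: plate controls were DMSO wells with enzyme plus substrate for no effect and substrate without enzyme for full effect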
Target sequence (P24666 whole entry, looked up): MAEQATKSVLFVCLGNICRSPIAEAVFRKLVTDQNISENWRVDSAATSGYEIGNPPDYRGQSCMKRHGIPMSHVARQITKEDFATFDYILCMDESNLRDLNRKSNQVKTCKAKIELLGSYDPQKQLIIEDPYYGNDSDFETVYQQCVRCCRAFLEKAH
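Test system: LMPTP-A phosphatase enzyme; input: 0.625 nM LMPTP-A final; reagent: OMFP substrate, 400 µM final; compound dosing: 20 µM single dose, 3% DMSO; incubation: 50 min dark incubation at room temperature; measured by: endpoint fluorescence intensity from OMFP dephosphorylation; measure: % inhibition relative to no-enzyme and uninhibited control wells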
SUMO1-SIM PPI: modulators of SUMO1 protein-protein interactions, primary screen, biochemical, uHTS; Small ubiquitin-related modifier 1 (Homo sapiens), P63165; SUMO1 binding to a labelled peptide, TR-FRET, 1 h; inhibition, % at 20 µM; 360,000 tested, 0.33% active; in the data active means inhibition above about 37%
DNMT1 inh: human DNMT1 methyltransferase inhibitors, primary screen, biochemical, molecular beacon, fluorescence, HinP1I cleavage, uHTS. DNA (cytosine-5)-methyltransferase 1 (Homo sapiens), P26358. inhibition (reported as % activation of signal), % at 10 µM. 360,000 tested, 0.83% active. AID 588458, 2011; in the data active means inhibition above about 50%
CSN deneddyl inh: inhibitors of CSN-mediated cullin deneddylation, primary screen, biochemical, fluorescence polarization, uHTS | inhibition, % at 12.5 µM | Purified CSN, SCF-Nedd8-OG deneddylation | 360,000 tested, 0.38% active;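 active means pattern-corrected inhibition above about 35%, with an unprinted fluorescence ratio check between 0.5 and 1.5, limit read from the data, passing the limit was not always enough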;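 further: 0% = enzyme with substrate and 100% = substrate without enzyme; some results filed as inactive read as strong as hits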
Target sequence (Q92905 whole entry, looked up, one chain of several): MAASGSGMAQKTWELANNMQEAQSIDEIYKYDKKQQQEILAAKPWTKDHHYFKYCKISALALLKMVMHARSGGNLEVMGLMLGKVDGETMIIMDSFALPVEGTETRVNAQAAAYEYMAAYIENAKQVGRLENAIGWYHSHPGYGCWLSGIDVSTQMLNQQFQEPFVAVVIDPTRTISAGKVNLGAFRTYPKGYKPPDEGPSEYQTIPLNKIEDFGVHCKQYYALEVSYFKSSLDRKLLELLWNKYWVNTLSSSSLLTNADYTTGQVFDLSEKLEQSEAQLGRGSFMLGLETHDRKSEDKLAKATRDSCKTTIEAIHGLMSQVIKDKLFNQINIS
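Material: human Csn5 produced in HEK293T cells; Input: enzyme 0.24 nM; Reagent: SCFSkp2-Nedd8OG substrate at 10 nM final; Dosing: 12.5 µM compound; Incubation: 90 min reaction at room temperature; Detection: fluorescence polarization of the substrate; Evaluation: % inhibition of substrate cleavage by Csn5; Control set: substrate-only high control, full reaction low control.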
Active calls of the source: *; i = inactive; . = no result given.

molecule,Tb MetRS inh,Scp1 inh,NadD block,Rpn11 inh,MsrA inhibitor,STEP block,LMPTP block,SUMO1-SIM PPI,DNMT1 inh,CSN deneddyl inh
C#CCOCCOCCOCCNc1nc(N2CCOCC2)nc(N2CCN(C(=O)CCCCCCCCCCNC(=O)[C@@H]([C@H](C)CC)n3cc(CCCCCN)nn3)CC2)n1,-0.3,8.4,2.9,i,1.8,-0.2,-2.7,-7.4,-1.3,-4.1
COC(=O)c1ccc(CN2[C@H](C(=O)OC)C[C@@]3(O)[C@H](O)[C@H](O)[C@H](O)C[C@@H]23)cc1,-0.1,-4.9,-0.2,i,-0.8,1.0,-1.4,0.4,6.3,0.4
COCCN1Cc2cccc(C(=O)Nc3cccnc3)c2C1=O,-0.5,0.2,7.9,i,-0.1,-2.5,-0.4,-0.8,3.9,3.9
CCOC(=O)N1CCN(C(=O)/C(=C/c2ccc(F)cc2)NC(=O)c2ccccc2)CC1,-0.2,-6.7,3.6,i,-0.8,-1.1,0.7,-5.8,-1.4,-0.9
COc1ccc(N2CCN(C3=CC(=O)N(c4cccc(Cl)c4)C3=O)CC2)cc1,-0.5,-4.7,-3.7,i,0.5,0.5,1.4,-4.1,-1.5,4.5
O=C(O)c1cc(-c2ccccc2Cl)n(-c2cccc(Cl)c2)n1,-0.8,-7.5,1.1,i,-1.7,-0.2,0.3,10.8,1.2,3.6
Cc1ccc(S(=O)(=O)N2CCCCC2)cc1NC(=O)CSCC(=O)O,-1.3,8.5,-2.9,i,-0.7,-1.0,1.7,-0.3,2.9,-8.7
O=C(NCC1CCCN(Cc2cccc(F)c2)C1)c1cccc2ccccc12 (centres undefined),0.4,-1.9,-1.1,i,1.0,-2.7,-0.8,-2.2,5.8,-2.7
CCCCCn1c(SCC(=O)OCC)nc2cc(C(=O)N3CCC(C(N)=O)CC3)ccc2c1=O,-0.4,-2.4,4.3,i,-0.9,2.5,-0.2,3.2,4.7,-2.8
Nc1cc(Oc2ccc(Cl)cc2Cl)nc(N)n1,22.1*,6.0,-2.0,i,-0.9,-1.9,0.4,3.2,-2.5,-3.0
Cc1ccc(CNC(=O)CN2C(=O)NC3(CCCC3)C2=O)cc1,-0.3,1.9,2.9,i,0.8,-2.0,1.2,-1.0,8.7,1.3
Cc1cccc(C)c1NC(=O)CC(C)c1ccccc1 (centres undefined),-0.1,-6.0,-0.6,i,-0.9,-3.7,2.3,0.4,-2.1,2.0
O=c1c2ccccc2c(-c2n[nH]c(=S)o2)nn1Cc1ccccc1,0.4,-0.8,0.3,i,1.5,0.0,1.3,-12.0,-0.5,2.5
Cc1nc(NCc2ccco2)c2cn[nH]c2n1,-0.2,-6.7,2.3,i,0.6,-3.1,43.6,-3.7,3.1,-2.8
Cc1ccc(S(=O)(=O)NC(=O)c2cc(C)n(-c3cc(S(=O)(=O)N4CCOCC4)ccc3N3CCCC3)c2C)cc1,2.0,-10.7,23.4,i,-0.2,-1.3,0.0,9.3,-2.6,2.1
O=C(CCc1ccccc1)Nc1ccc(NC(=O)c2ccco2)nc1,-0.8,-4.8,8.4,i,0.2,1.5,-0.7,2.9,-0.1,5.4
O=C(NCCC1=CCCCC1)NC1CCCCC1,-0.1,-2.2,-1.6,i,0.0,0.7,-2.3,-5.6,-0.4,-2.6
COc1ccccc1CCNC(=O)C(=O)NCCC1CCCCN1S(=O)(=O)c1ccccc1 (centres undefined),-0.3,-5.8,-4.7,i,-1.6,-2.5,0.6,4.2,0.8,-5.2
Cc1cc(C)cc(C(=O)NCC(=O)OCC(=O)N2CCN(S(=O)(=O)c3ccc4ccccc4c3)CC2)c1,-1.1,-7.8,11.4,i,0.2,2.5,1.8,-5.0,-3.6,-7.8
O=[N+]([O-])c1cccc2ccc(N3CCOCC3)nc12,-1.2,6.0,2.9,i,1.4,1.9,-2.2,-19.3,-2.9,2.3
CCN(CC)S(=O)(=O)c1ccc2c(c1)nc(SC(C)C(N)=O)n2-c1ccc(OC)cc1 (centres undefined),-2.2,-4.2,-1.8,i,-0.5,-6.4,-0.6,2.0,1.8,-0.9
CCOC(=O)C(=C1Nc2ccccc2N1)n1c(-c2cccnc2)nc2ccccc21,-1.2,.,-3.3,.,0.4,.,2.3,-24.4,.,-0.2
N#Cc1c(N2CCOCC2)nc(N)c2c(N)nc3c(c12)CC(CCl)O3 (centres undefined),0.3,4.0,0.9,i,0.7,1.9,2.0,-0.7,-4.1,0.8
O=C(CSc1nc2ccccc2n1CCc1ccccc1)c1ccc(O)c(O)c1,-0.2,69.0*,36.0*,.,1.5,82.8*,78.9*,73.0*,97.1*,32.6
Cn1c(CNS(=O)(=O)c2cccc(Cl)c2)cc(=O)n(C)c1=O,-0.3,2.7,2.8,i,1.4,-3.4,-1.5,-0.8,-5.2,8.6

Sorted by molar mass (smallest number first): some entries from above
molecule,Tb MetRS inh,Scp1 inh,NadD block,Rpn11 inh,MsrA inhibitor,STEP block,LMPTP block,SUMO1-SIM PPI,DNMT1 inh,CSN deneddyl inh
CCOC(=O)C(=C1Nc2ccccc2N1)n1c(-c2cccnc2)nc2ccccc21,-1.2,.,-3.3,.,0.4,.,2.3,-24.4,.,-0.2
CCOC(=O)N1CCN(C(=O)/C(=C/c2ccc(F)cc2)NC(=O)c2ccccc2)CC1,-0.2,-6.7,3.6,i,-0.8,-1.1,0.7,-5.8,-1.4,-0.9
Cc1cc(C)cc(C(=O)NCC(=O)OCC(=O)N2CCN(S(=O)(=O)c3ccc4ccccc4c3)CC2)c1,-1.1,-7.8,11.4,i,0.2,2.5,1.8,-5.0,-3.6,-7.8

Other entries follow:
molecule,Tb MetRS inh,Scp1 inh,NadD block,Rpn11 inh,MsrA inhibitor,STEP block,LMPTP block,SUMO1-SIM PPI,DNMT1 inh,CSN deneddyl inh
CCC(C)(C)C1CCC(=NNc2nc3ccccc3[nH]2)CC1 (centres undefined),0.5,3.5,2.1,i,-0.4,0.2,-1.3,-0.7,-2.5,1.2
Cc1ccc2nc3c(cc2c1)CN(Cc1ccco1)C(=NCC1CCCO1)S3 (centres undefined),0.2,10.6,45.2*,i,-0.4,8.1,8.3,-15.3,-2.3,13.4
OC(c1ccccc1)c1nc(-c2cccs2)cs1 (centres undefined),1.0,.,-3.2,i,-0.1,0.3,-1.1,-1.5,2.5,-0.1
COc1ccc(CNCCNC(=O)c2nonc2N)cc1OC,-1.4,2.1,2.2,i,-1.0,-0.5,-2.1,1.8,2.6,-6.5
C=CCNC(=O)/C(C#N)=C/c1c(N2CCCCCC2)nc2ccccn2c1=O,0.0,-4.2,0.8,i,1.4,0.4,-2.0,-26.5,-1.9,56.7*
Nc1ccc(C2(c3ccc(N)cc3)OC(=O)c3ccccc32)cc1,-0.4,-5.2,-2.4,i,-1.1,2.2,-0.8,4.9,-4.8,7.2
CC(=O)c1ccc(NC(=O)CN2CCCCCC2)cc1,0.0,-3.0,-10.8,i,-1.2,2.8,1.2,-0.6,-1.4,6.0
Cc1csc2nc(COC(=O)CNC(=O)c3ccc(Cl)cc3)cc(=O)n12,-0.5,1.1,-5.9,i,1.4,0.3,-0.4,5.9,2.0,1.0
O=C(/C=C/c1ccccc1)Nn1cnc2ccccc2c1=O,0.3,-6.9,-4.2,i,-0.4,-1.8,-0.7,5.2,5.7,2.1
CC(=O)Nc1cccc(C(=O)N/N=C/c2ccc(F)cc2)c1,0.0,-3.2,-0.7,i,-1.1,3.2,-0.9,-0.1,4.1,-2.9
O=C(COc1cccc(Br)c1)N/N=C/c1ccc2c(c1)OCCO2,-0.1,.,-6.8,i,0.9,2.1,-1.2,-3.9,-7.6,2.1
O=C(Nc1ccc(N2CCN(c3ncccc3C(F)(F)F)CC2)nc1)c1cccs1,-0.1,-5.1,-5.1,i,0.1,-0.2,2.0,10.0,-7.2,-4.9
Cc1nc(C(=O)NCc2ccccc2)sc1C1(C)CC(c2cccc([N+](=O)[O-])c2)=NO1 (centres undefined),-0.3,-1.0,-13.1,i,1.6,2.7,5.1,-9.2,-1.1,5.5
O=C(Cc1ccccc1)NCCS(=O)c1ccc(Cl)cc1 (centres undefined),-1.0,-11.9,0.9,i,-0.2,1.9,-0.4,1.2,-1.4,-5.0
CCOC(=O)c1c(NC(=O)C(C)N2CCN(S(=O)(=O)c3cccs3)CC2)sc2c1CCC(C)C2 (centres undefined),-0.8,5.0,14.6,i,-1.2,1.4,-0.1,0.1,4.4,-4.0
CN1CCC(NC(=S)Nc2cccc([N+](=O)[O-])c2)CC1,-0.6,-8.3,-8.6,i,-0.1,22.3,0.4,-7.2,-9.1,-11.4
